West Nile virus CPE: West Nile virus antiviral activity, cell-based, CPE readout (AID 1621); West Nile virus-infected cells, CPE inhibition; higher % means a stronger effect; one-dose CPE inhibition, % at 10 µM; IC50 in µM for titrated hits; 0.02% of 290,000 active; in the data active = a potency from the dose series; inconclusive = CPE inhibition mostly from about 3.7% at the one dose, without a potency; inactive = the rest, 99 in 100 with CPE inhibition below about 2.2%; also: strong numbers were not always called active
Salmonella PhoP GFP: inhibitors of PhoP regulon expression, primary screen, Salmonella Typhimurium, GFP reporter (AID 1863); 0.16% of 300,000 active; one-dose inhibition, % at 50 µM; IC50 in µM for titrated hits; S. Typhimurium PhoP-regulated promoter GFP reporter, 4 h; higher % means a stronger effect;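 active = inhibition over 29.93%, a cutoff 3 SD above the screen mean, later confirmed by dose response; inconclusive = inhibition over 29.93% but no dose response follow-up; inactive = inhibition at most 29.93% or unconfirmed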;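 also: 0% = low Mg2+ inducing control and 100% = high Mg2+ repressing control; strong numbers were not always called active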
P. falciparum M17LAP: P. falciparum M17LAP inhibitors, primary screen, biochemical, fluorogenic H-Leu-NHMec substrate, 1536-well (AID 1619); inhibition, % at 30 µM; hits with a dose series show IC50 in µM; 0.38% of 220,000 active; recombinant M17LAP, H-Leu-NHMec fluorogenic kinetic assay; higher % means a stronger effect;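 active = compound inhibiting the enzyme by more than half at any dose during confirmatory dose-response retesting; inconclusive = strong single-dose inhibitors picked by rank but not retested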;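 also: plate controls were full reaction with DMSO carrier for no effect and no enzyme background for full effect; strong numbers were not always called active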
P. falciparum M1AAP: P. falciparum M1AAP inhibitors, biochemical, fluorogenic H-Leu-NHMec substrate, 1536-well (AID 1445) | recombinant M1AAP, H-Leu-NHMec fluorogenic kinetic assay; higher % means a stronger effect | inhibition, % at 30 µM, or IC50 in µM where a hit was titrated | 0.42% of 220,000 active;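 active = primary inhibition above the hit cutoff, then over 50% inhibition at one or more dose response concentrations, cut at about 23% in these data, passing the limit was not always enough; inconclusive = conflicting primary data, or primary hits not chosen for dose response; inactive = low primary inhibition, or under 50% at every dose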;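 also: plate controls were DMSO full reaction for no effect and no enzyme background for full effect; strong numbers were not always called active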
ER stress rescue: rescue of cells from ER stress-induced death, primary screen, 384-well, CSM14.1, thapsigargin, ATP luminescence (AID 1222). CSM14.1 thapsigargin-induced death rescue, ATP luminescence; higher % means a stronger effect. cellular ATP content (survival), % at 20 µM; hits with a dose series show EC50 in µM. 190,000 tested, under 10 active;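 active = EC50 below 50 µM in the dose-response confirmation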;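 also: death triggered by thapsigargin at about 15 µM added after 2 h compound pretreatment; cell ATP read after overnight thapsigargin exposure of roughly 18 to 22 hours; normalized against plate controls of thapsigargin alone and 5% DMSO vehicle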
Yfh1-off respiration: enhancers of respiration in Yfh1-depleted yeast, dose response, Friedreich's ataxia, plus single-dose screen (AID 1465); S. cerevisiae Yfh1-off respiration, WST-1 reduction, 72 h; higher fold induction means a stronger effect; fold induction at 50 µM; hits with a dose series show EC50 in µM; 0.074% of 220,000 active;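 active = fold induction of absorbance versus untreated yeast above a set limit, then at least 30% activation at any dose in follow-up; inconclusive = repeats straddling the limit, or above it without dose testing; inactive = fold induction below the set limit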;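 also: activators that raise dye reduction in frataxin-depleted yeast; strong numbers were not always called active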
PMI inhibition: human PMI inhibitors, high substrate, primary screen, biochemical, fluorescence intensity, high mannose 6-phosphate (AID 1220) | recombinant PMI enzyme, coupled fluorescence intensity; higher % means a stronger effect | inhibition, % at 20 µM, or IC50 in µM where a hit was titrated | 0.66% of 190,000 active; in the data active = inhibition above about 50%
SIAH1 antagonists: blockers of Siah-1 interaction with plectin peptide – biochemical, fluorescence polarization, rhodamine-plectin, uHTS, primary screen (AID 1817); Siah-1 / rhodamine-plectin peptide fluorescence polarization; higher % means a stronger effect; displacement, % at 20 µM; hits with a dose series show IC50 in µM; 0.02% of 290,000 active;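 active = displacement of at least 50% at 20 µM, with a fluorescence ratio check between 0.3 and a set limit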;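 also: plate controls were Siah plus tracer with DMSO for no effect and tracer alone without Siah for full effect; strong numbers were not always called active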
XIAP displacement: XIAP antagonists, biochemical, IAP family, fluorescence polarization (AID 1018); XIAP BIR domain, fluorescence polarization peptide displacement; higher % means a stronger effect; displacement, % at 20 µM, or IC50 in µM where a hit was titrated; 0.007% of 200,000 active; in the data active = displacement above about 50%; also: a part of the inactive calls stands beside numbers as strong as those of hits
* hit, by the source's call; i = inactive; ? = inconclusive; / = no result given; & = joins results of further samples. This is a random part of the collection. About 1.6% of those tested had a hit in this group.

SMILES	West Nile virus CPE	Salmonella PhoP GFP	P. falciparum M17LAP	P. falciparum M1AAP	ER stress rescue	Yfh1-off respiration	PMI inhibition	SIAH1 antagonists	XIAP displacement
COc1ccc(/C=C2/SC(=O)N(CC(O)Cn3c4ccccc4c4ccccc43)C2=O)cc1 (stereo unspecified)	-1.1%	-13%	5%	13%	-1.0%	i	15%	9%	-11%
COC(=O)c1ccc(C23CC4(C2)[C@H](CN(Cc2cccnc2)[C@@H]4c2ccccc2)C3c2ccc(C(F)(F)F)cc2)cc1 (stereo partly specified)	-0.5%	0%	-8%	2%	/	i	/	-4%	/
O=C(O)c1ccc(CNCc2ccccc2F)cc1	0.9%	1%	4%	5%	-2.5%	i	-10%	-5%	-6.8%
Cc1cccc(N(CC(=O)NC(C)(C)C)C(=O)CS(=O)CC(=O)Nc2ccc(F)cc2)c1 (stereo unspecified)	-0.2%	3%	10%	3%	0.1%	i	-6%	2%	-11%
CC(C)N(Cc1ccccc1)C(=O)COC(=O)/C=C/c1cnc2ccccc2n1	-0.9%	4%	3%	6%	-0.4%	i	-4%	0%	-5.5%
CCOC(=O)c1cnc2c(C#N)c(C)nn2c1-c1ccccc1	0.6%	-14%	8%	9%	-1.2%	i	4%	-3%	-7.8%
O=C(NCc1ccco1)Nc1ccc([N+](=O)[O-])cc1	0.0%&-0.7%	10%&4%	18%&3%	12%&13%	4.7%	i	2%	8%&17%	-0.7%
Cn1c(=O)[nH]c(=O)c2c1nc(CN1CCOCC1)n2Cc1ccccc1	0.0%	7%	-14%	6%	-2.9%	i	12%	-2%	-6.0%
COc1cc(NC(=O)c2cccc(C)c2)c(OC)cc1NC(=O)CN1CCOCC1	0.1%	7%	15%	8%	-0.3%	i	10%	-4%	-5.6%
Clc1cccc(Cl)c1CSc1nnc(CN2CCOCC2)n1-c1ccccc1	0.8%	3%	15%	1%	4.7%	i	-4%	3%	-6.1%
O=C(COc1ccccc1)NN1C(=O)CSC1=S	0.3%	-3%	30%	-6%	/	i	-5%	2%	-5.6%
Cc1ccc(-c2nn(CC(=O)NN3CCOCC3)c(=O)c3ccccc23)cc1	-0.5%	-4%	-3%	1%	/	i	/	5%	/
COC(=O)C1=C(C(=O)c2ccccc2)C(c2ccc(OC)c(OC)c2)Nc2nnnn21 (stereo unspecified)	/	-3%	-8%	1%	-0.6%	/	-4%	0%	-7.3%
Cc1ccc(NC(=O)c2ccco2)c(NC(=O)Cc2cccs2)c1	0.7%	-8%	6%	10%	-1.0%	i	-3%	1%	-4.4%
N#CC(C#N)=Cc1ccc(NC(=O)c2ccc(Br)cc2)cc1	0.1%	-1%	5%	9%	/	i	/	1%	/
Clc1ccc(OCCSc2ncccn2)cc1	0.8%	12%	7%	0%	-2.4%	i	12%	0%	-2.8%
COc1cccc(N2CCN(C(=O)c3nc4nc(C)cc(C)n4n3)CC2)c1	0.1%	4%	-1%	-2%	-0.5%	i	4%	9%	-2.2%
COCCN1C(=O)c2cc(C(=O)Nc3cccc(F)c3)ccc2C1Nc1cccc(F)c1 (stereo unspecified)	-0.1%	1%	-1%	4%	-3.2%	i	-5%	-3%	-5.7%
O=C(CCS(=O)(=O)c1ccc(Cl)cc1)NCCN1C(=O)S/C(=C\c2ccccc2F)C1=O	-0.9%	-10%	1%	5%	-2.5%	i	13%	-12%	-4.4%
CSCCC(NC(=O)c1ccc(=O)n(C)n1)c1nc2ccccc2[nH]1 (stereo unspecified)	0.1%	-2%	-3%	13%	0.4%	i	-20%	4%	-14%
O=C(/C=C/Nc1cccc(C(F)(F)F)c1)C(F)(F)F	/	3%	7%	14%	0.5%	/	-7%	-1%	-5.1%
COCc1[nH]nc2c1C(c1ccccc1OC)C(C#N)=C(N)O2 (stereo unspecified)	0.1%	2%	26%	5%	-3.3%	i	0%	-6%	-9.4%
CCOC(=O)c1ccc(CNC(=O)Cn2nnc(-c3ccccc3)n2)o1	0.8%	0%	22%	-3%	-0.5%	i	-7%	7%	-0.9%
O=c1cc(O)c2sc3nc(-c4cccnc4)cc(C(F)(F)F)c3c2[nH]1	1.6%	-8%	58µM*	16%	-3.5%	i	3%	0%	-7.9%
CNc1ccc(Br)cc1C(O)c1ccccc1 (stereo unspecified)	-0.2%	-5%	4%	13%	/	i	/	4%	/
O=[N+]([O-])c1ccc2c(c1)C(O)n1nc(-c3ccc(Cl)cc3Cl)nc1S2 (stereo unspecified)	0.2%	-15%	3%	5%	3.1%	i	-6%	0%	-4.1%
CC(=O)NCC(=O)N(Cc1ccco1)C1(C(=O)NC2CCCC2)CCCCC1	-0.3%	-1%	-3%	1%	-2.8%	i	-9%	10%	-8.1%
COc1ccc(CN(Cc2cc3ccc(C)cc3[nH]c2=O)Cc2nnnn2C2CCCC2)cc1	1.2%	-9%	19%	10%	2.1%	i	15%	-5%	-8.2%
CCCCn1c(SCC(=O)N2CCC(C)CC2)nc2cc(S(N)(=O)=O)ccc21	-0.4%	-5%	13%	13%	0.6%	i	-17%	-2%	-4.1%
COc1ccc(CCn2c(N)cc(=O)[nH]c2=O)cc1OC	0.3%	5%	3%	3%	-1.4%	i	6%	3%	-4.2%
CC(C)(CO)Nc1nc(Nc2ccccc2)nc(Nc2ccccc2)n1	0.2%	5%	9%	5%	-0.6%	i	-18%	1%	-6.7%
Cn1nc(-c2ccc(Cl)cc2)cc1NC(=O)CSCC(=O)O	0.5%	-3%	-12%	-6%	/	i	/	14%	/
O=C(CC1(O)C(=O)N(Cc2ccccc2Cl)c2ccccc21)c1ccco1 (stereo unspecified)	-0.1%	-5%	1%	4%	-2.5%	i	0%	2%	3.5%
CCCNC(=O)c1ccc2nc(-c3ccccc3)c(-c3ccccc3)nc2c1	0.6%	3%	1%	4%	-1.3%	i	11%	2%	-3.5%
CN1CCN(C(=O)c2cnn(-c3ccccc3)c2NC(=O)c2ccccc2)CC1	1.1%	2%	17%	3%	-0.7%	i	7%	7%	-4.1%
COc1ccc(NC(=O)c2cccnc2SC)cc1S(=O)(=O)N1CCCCC1	-0.5%	2%	-10%	7%	-1.5%	i	9%	-1%	-15%
C=CCc1ccc(OCC(O)CN2CCCCC2)c(OC)c1 (stereo unspecified)	-0.4%	-9%	-3%	6%	-1.5%	i	9%	4%	-4.5%
CCOCCCN1CC(C(=O)NCCc2ccc(C)cc2)CC1=O (stereo unspecified)	0.1%	-4%	-2%	2%	1.6%	i	0%	6%	-22%
CCOC(=O)CSC1=C(C#N)C(c2ccccc2OC)CC(=O)N1 (stereo unspecified)	-0.2%	1%	-11%	1%	-2.3%	i	19%	-4%	-5.4%
CN(C)/C=C1\Cc2ccccc2C1=O	0.2%	-2%	8%	1%	/	i	/	7%	/
CCCC[n+]1ccn(-c2nc3ccccc3nc2[N-]S(=O)(=O)c2ccc(C)cc2)c1	0.4%	0%	1%	6%	-0.4%	i	0%	4%	1.5%
CC(C)(C)NS(=O)(=O)c1ccc(NS(=O)(=O)Cc2ccccc2)cc1	0.2%	1%	6%	-1%	-2.7%	i	-1%	5%	-5.1%
Cc1cccc(OCC(=O)NCC(=O)N/N=C/c2cccs2)c1	-0.6%	-5%	10%	6%	-0.9%	i	8%	6%	-21%
CC(C)n1c(/C=C/c2ccccc2)nc2ccccc21	-0.4%	-1%	-27%	10%	1.8%	i	17%	-2%	-3.1%
CCN(CC)S(=O)(=O)c1ccc(Cl)c(C(=O)Nc2nnc(C)s2)c1	-1.0%	4%	11%	-3%	1.4%	i	-5%	0%	-3.8%
O=C1c2ccccc2C(=O)c2c(NCCCN(CCO)CCO)cccc21	24%	-5%	33%	78µM*	-3.0%	i	7%	-2%	5.4%
CC1(C)Cc2c(sc3nc(NCCN4CCOCC4)n4ncnc4c23)CO1	0.2%	5%	8%	1%	0.4%	i	1%	2%	-0.3%
O=C(Nc1ccc(Cc2ccncc2)cc1)c1ccc(N2CCOCC2)c([N+](=O)[O-])c1	-1.0%	-1%	0%	11%	0.3%	i	6%	17%	-5.1%
Cc1ccc(NC(=O)Cc2sc(C)nc2-c2ccc(C)cc2)cc1	-0.9%	-2%	17%	-3%	-3.2%	i	7%	-2%	-8.7%
CC(=O)c1c(N2CCOCC2)nc(=S)n(-c2ccccc2)c1C	0.0%	-1%	10%	-2%	0.6%	i	10%	2%	-6.6%
Continued:
SMILES	West Nile virus CPE	Salmonella PhoP GFP	P. falciparum M17LAP	P. falciparum M1AAP	ER stress rescue	Yfh1-off respiration	PMI inhibition	SIAH1 antagonists	XIAP displacement
CCCn1c(SCC(=O)Nc2ccc(C)c(S(=O)(=O)N3CCOCC3)c2)n[nH]c1=O	0.0%	14%	12%	4%	-2.8%	i	-5%	-2%	-4.5%
COc1ccc(C(=O)N/N=C/c2ccc(OC)c(CN3CCN(c4ccc(F)cc4)CC3)c2)cc1	-0.6%	16%	6%	1%	-2.6%	i	-1%	0%	-1.5%
O=C1C=C(NCc2ccco2)CCC1	-0.5%	2%	-6%	6%	-0.5%	i	16%	0%	0.6%
Cc1cc(C(=O)N2CCN(C(c3ccccc3)c3ccccc3)CC2)on1	-0.2%	-2%	3%	7%	1.7%	i	10%	1%	-1.0%
C=CCCc1ccc(C#N)c(SCc2c(C(=O)OCC)c3cc(OC(C)=O)c(Br)cc3n2C)n1	-0.7%	-2%	-4%	3%	3.8%	i	-2%	-6%	-1.2%
COc1ccc(C)cc1S(=O)(=O)N(CC(=O)O)c1ccccc1	0.4%	-4%	3%	-1%	1.4%	i	-8%	2%	-3.1%
Cc1ccc2nc(NC(=O)CN(C)S(=O)(=O)c3cccc4nsnc34)sc2c1	1.6%	9%	0%	-2%	/	i	2%	-5%	-4.8%
CCCCN(CC)S(=O)(=O)c1ccc(C(=O)Nc2nnc(-c3cccs3)o2)cc1	?	2%	24%	-15%	0.0%	i	-16%	-11%	-4.5%
O=[N+]([O-])c1ccc(CSc2ncnc3ccccc23)cc1	-0.7%	1%	0%	2%	-0.5%	i	7%	1%	-5.1%
O=C(Nc1cccc(F)c1)c1c(O)c2cccc3c2n(c1=O)CCC3	-0.3%	4%	-2%	1%	-0.7%	i	/	8%	-1.4%
COc1cccc(C(=O)N/N=C/C(Br)=C/c2ccccc2)c1	-0.3%	-9%	0%	7%	-5.6%	i	7%	0%	-9.9%
COCCn1c(SCC(=O)Nc2ccccc2OC)nc2ccccc21	0.3%	-1%	-5%	-5%	0.4%	i	0%	4%	-3.9%

Screening data: PubChem, several laboratories
